p53 reactivator – mutant p53 re-activation in reporter cells | H1299 p53-A138V BP100-luciferase reporter, luminescence, 24 h | Potency, µM (top dose mostly 92.2 µM), for inactives: at the highest dose activity change, positive = activation, most hits filed as activators | 0.063% of 320,000 active | AID 504706; further: potency means the concentration at half of the fitted maximal effect; % of control where 0% means no effect; nearly all actives have a fitted effect of over 45% in size
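p53-null H1299 cells stably carrying temperature-sensitive p53-A138V and a BP100-luciferase reporter were pinned with compounds (4-point, 1:5 series) and held 24 hrs at 37 deg C. Luminescence was read 10 min after detection reagent.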
CXXC DNA block – blocks binding of human MLL CXXC domain to DNA; Q03164; MLL-CXXC / FITC-HOXA9 DNA fluorescence polarization; Potency, µM (doses to about 115 µM), inactives show top-dose activity change, negative = inhibition, hits mostly inhibitors; 0.037% of 290,000 active; AID 2662; active means well fitted inhibition curve with a large enough effect in the polarisation, with a control signal flat, not every such curve was filed as active; inconclusive means small, poorly fitted or top-dose-only effect, or effect the other way, or a change in a side signal; inactive means no such curve, though single readings can be large or run the other way; the % refers to the polarisation; further: potency means the concentration at half of the fitted maximal effect
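Fluorescence polarization: 7 uM MLL-CXXC (stock) preincubated 5 min with compounds, then 50 nM fluorescein-HOX-A9 DNA (stock) added; 30 min ambient. Buffer 50 mM Tris-HCl pH 7.5, 50 mM NaCl, 1 mM DTT, 0.05% BSA.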
BRCA1 expr act – activators of BRCA1 expression. MCF7-BRCA1-FFLuc reporter, luminescence, 48 h; response scale: scaled: vehicle 0%, 10 µM genistein 100%. AID 624202. 1.1% of 380,000 active. Potency, µM (doses to about 46.1 µM), for the others: at the highest dose activation, usual class: activators; further: potency means the concentration at half of the fitted maximal effect; nearly all actives have a fitted effect of over 80% in size; some results filed as inactive show a strong effect at the top dose
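MCF7 cells carrying a BRCA1-firefly luciferase reporter (2000 cells/well, phenol-red free MEM) were attached for 2 h at 37 °C, then given compounds for 48 h. Luminescence was read 15 min after luciferase reagent; activity normalized to genistein (10 microM) and DMSO.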
ELG1 repair inh – blocks ELG1-dependent DNA repair in HEK293T cells; HEK293T ELG1-luciferase reporter, luminescence, 16 h; DNA damage induced by 5-fluorouridine; Potency, µM (titrated, usually from 46.1 µM), for the others: at the highest dose activity change, negative = inhibition, most hits filed as inhibitors; 2.3% of 330,000 active; AID 504467; further: potency means the concentration at half of the fitted maximal effect; on the % scale 0 is the no-effect control and ±100 the full control effect; nearly all actives have a fitted effect of over 55% in size
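Luminescence from the luciferase reporter, measured 30 min after ONE-Glo reagent at room temperature, was the read-out. Beforehand, 2,000 cells per well were exposed for 16 hr at 37 °C to 5-fluorouridine together with compound or vehicle.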
TCR act – activates T cell receptor signaling; primary human leukocytes, anti-CD3, IL-2 HTRF, 48 h; Potency, µM (doses to about 9.22 µM), for inactives: top-dose activation of IL-2 secretion, most hits filed as activators; 330,000 tested, under 10 active; further: % of control where 0% means no effect
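Primary human leukocytes incubated 48 hr with anti-CD3 beads plus compound, without co-stimulation. Secreted IL-2 measured by HTRF (europium cryptate/d2 anti-IL-2 pair, 320 nm excitation, 665 nm emission).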
B2AR arrestin – agonists driving beta-arrestin recruitment to human beta2-adrenergic receptor; P07550; beta-arrestin recruitment to beta2AR, cell-based reporter; 0.02% of 330,000 active; Potency, µM (doses to about 46.1 µM), inactives show at the top dose activation, hits mostly activators;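 further: potency means the concentration at half of the fitted maximal effect; 0% = DMSO controls and full agonism = EC100 isoproterenol or metaproterenol; nearly all actives have a fitted effect of over 65% in size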
A-T KAP1 phos – potential ataxia-telangiectasia treatment; […] A-T fibroblasts, KAP-1 phosphorylation AlphaLISA; neocarzinostatin DNA damage 30 min before lysis; Potency, µM (top dose mostly 57.5 µM), without a hit: at the highest dose activation, most hits filed as activators; 0.19% of 320,000 active; AID 485349; further: potency means the concentration at half of the fitted maximal effect; % of control where 0% means no effect; nearly all actives have a fitted effect of over 45% in size
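hTERT-immortalized A-T patient fibroblasts ([…]), 500 cells/well in OPTI-MEM, 1% FBS, got compounds for 60 min, then NCS for 30 min at 37C. Lysates were then assayed for phospho-KAP-1 by AlphaLISA (anti-pKAP1 donor, anti-KAP1 acceptor beads), 6 hr at 25C.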
TSG101-PTAP inh – blocks PTAP/TSG101 interaction to inhibit HIV-1 budding; Q99816; Fluorescence polarization, FITC-PTAP peptide / Tsg101 binding; Potency, µM (titrated, usually from 115 µM), without a hit: at the highest dose activity change, negative = inhibition, usual class: inhibitors; 340,000 tested, under 10 active; AID 493005; active means well fitted inhibition curve with a large enough effect in the main read-out, with a control signal flat, not every such curve was filed as active; inconclusive means small, poorly fitted or top-dose-only effect, or effect the other way, or a change in a side signal; inactive means no such curve, though single readings can be large or run the other way; further: potency means the concentration at half of the fitted maximal effect; % of control where 0% means no effect
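Fluorescence polarization binding of Tsg101 binding domain (10 uM final) to FITC-labeled PTAP peptide (50 nM final) in HEPES pH 7.5 buffer with NaCl, Tween 20, EDTA, TCEP. Compounds added before peptide; binding 20 min at RT.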
TRPV1 ag – agonists of human vanilloid receptor 1 (TRPV1) | 0.19% of 320,000 active | TRPV1-expressing cells, Fluo-8 calcium influx, agonist mode | activation, % at 8.33 µM; in the data active means activation above about 80%; inconclusive means between about 30% and that limit; further: 0% is about no effect
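TRPV1-expressing cells were cultured overnight at 35.5C and loaded with Fluo-8 calcium dye for 40 to 90 min at room temperature. After a 10 s baseline, compound was added and calcium influx was read kinetically for 3 min (ex 480/em 520 nm).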
a7 integrin act – integrin-mediated muscular dystrophy alleviation activation. AID 624291. Potency, µM (series often up to 38.3 µM), inactives show top-dose activation, actives largely listed as activators. 0.064% of 350,000 active. alpha7betagal myoblasts, beta-gal FDG fluorescence, 48 h;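 further: potency means the concentration at half of the fitted maximal effect; 100% = response of the positive control SU9516; nearly all actives have a fitted effect of over 60% in size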
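alpha7betagal+/- myoblasts (passage 13, 250/well) treated 48 h at 37C with compounds at 1:260 dilution of DMSO stock. Lysed, then beta-galactosidase activity read as FDG fluorescence (ex 480/em 540) after 30 min, with pre-read for autofluorescence.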
* hit, by the source's call; ? = inconclusive; nt = no result given; [ ] = dose if it differs, or a comment. Unless noted, the call rests on the fitted dose curve; in most records, active means well fitted curve in the direction sought with a large enough effect; inconclusive means small, poorly fitted or top-dose-only effect, or another doubt; inactive means no such curve, though single readings can be large; an effect the other way counts as inactive or inconclusive.

SMILES	p53 reactivator	CXXC DNA block	BRCA1 expr act	ELG1 repair inh	TCR act	B2AR arrestin	A-T KAP1 phos	TSG101-PTAP inh	TRPV1 ag	a7 integrin act
COc1ccc(C)cc1N(CC(=O)N1CCOCC1)S(C)(=O)=O	5%	-6%	-7%	-3%	7%	0.3%	0%	2%	4	-14%
COc1ccc(-n2nnnc2SCC(=O)Nc2ccc(OC)cc2OC)cc1	-12%	2%	-19%	?	-6%	-0.5%	8%	0%	2	-3%
O=C(Nc1cccc(S(=O)(=O)N2CCCCCC2)c1)C1CC(=O)N(c2ccc3c(c2)OCCO3)C1 (stereo unspecified)	-2%	nt	-22%	?	1%	-0.1%	6%	3%	-1	-19%
COc1ccc(CCNC(=S)Nc2cc(C)cc(C)c2)cc1	-4%	13%	-39%	-5%	6%	0.3%	4%	-2%	15	5%
CCCCCCn1c(C(C)NC(=O)c2ccco2)nc2ccccc21 (stereo unspecified)	2%	-2%	-21%	-11%	-5%	-0.2%	-3%	-3%	30	-13%
Cc1cc(/C=C2\SC(=O)N(CC(=O)Nc3ccccc3F)C2=O)c(C)n1C	1%	15%	-15%	5%	nt	0.0%	-2%	-5%	-7	14%
COc1ccccc1/C=C/C(=O)Nc1ccc(S(=O)(=O)Nc2cc(C)on2)cc1	-13%	3%	-4%	19%	-1%	-1.0%	5%	1%	-2	1%
CCOc1ccc(NC(=O)CCN2C(=O)CSc3ccccc32)cc1	-3%	nt	9%	-5%	-18%	-0.1%	8%	-2%	2	2%
CCCN(CC(=O)Nc1cc(Cl)ccc1Cl)C(=O)CN1C(=O)C2CCCCC2C1=O (stereo unspecified)	-1%	-12%	-14%	-3%	-10%	0.0%	-11%	-1%	20	-14%
Nc1ncnc2c1ncn2C1OC(COP(=O)(O)O)C(O)C1O (stereo unspecified)	nt	-6%	25%	?	-2%	0.4%	5%	1%	-1	nt
C=CCN=C1NN=C(c2cc(C)n(CC=C)c2C)CS1	3%	11%	-48%	?	2%[46.1 µM]	-0.2%	1%	0%	-3	-44%
Cc1cc(-c2ccccc2C(=O)NC2CCCCC2)on1	-1%	-1%	-3%	?	1%	-0.9%	-1%	-5%	1	13%
O=C(CCCCCN1C(=O)[C@@H]2Cc3ccccc3CN2C1=O)Nc1ccccc1F	0%	-1%	-10%	1%	-3%	-0.7%	10%	2%	4	15%
Cc1ccc(S(=O)(=O)Nc2cccnc2)cc1	1%	-6%	12%	?	nt	?	4%	-3%	-2	9%
Cc1ccc2nc(Br)c3c(c2c1)OC(CBr)C3 (stereo unspecified)	nt	15%	-1%	-2%	-15%	-0.8%	10%	-2%	26	-14%
OC(C#CCN1CCCCC1)c1ccccc1 (stereo unspecified)	11%	-2%	17%	-4%	-1%	0.1%	0%	-1%	-1	-6%
O=[N+]([O-])c1ccc2[nH]c3nc4ccccc4nc3c2c1	2%	5%	-58%	2%	4%	-0.4%	2%	-2%	-4	2%
CCc1nc2ccccc2n1CC(=O)OCC(=O)N(CC(C)C)c1c(N)n(Cc2ccccc2)c(=O)[nH]c1=O	nt	nt	8%	nt	-6%	-0.3%	nt	1%	0	-8%
O=C(CSc1nnc2scc(-c3ccccc3)n12)N1CCN(Cc2ccccc2)CC1	-18%	7%	-8%	-10%	2%	-0.1%	4%	-3%	15	-11%
N#CC1=C(N)N(c2ccccc2)C(=O)C1	1%	-2%	-4%	2%	6%	0.1%	-2%	2%	-1	-35%
O=C(O)c1sccc1Oc1ccc(NS(=O)(=O)c2cccc(F)c2)cc1	nt	11%	0%	-2%	-1%	-0.5%	45µM*	-5%	4	40%
CCOC(=O)Cc1csc(SC(C)C(=O)NCC(=O)Nc2ccc(F)c(F)c2F)n1 (stereo unspecified)	15%	17%	-13%	?	6%	-0.6%	7%	3%	0	-29%
O=[N+]([O-])c1ccc2c(c1)Nc1nc3ccccc3nc1N2	25%	2%	-67%	24%	nt	-0.3%	5%	-1%	0	0%
O=C(Nc1ccc(Nc2ccccc2)cc1)C(Cl)(Cl)Cl	29%	21%	45%	?	5%[46.1 µM]	-0.1%	-2%	-1%	-1	15%
CCN1CCN(C(=O)C2CCCN(S(=O)(=O)c3cc(Cl)ccc3Cl)C2)CC1 (stereo unspecified)	19%	-3%	-30%	3%	4%	-0.7%	6%	nt	14	-14%

Brought forward from above: 2 entries, then new ones.
SMILES	p53 reactivator	CXXC DNA block	BRCA1 expr act	ELG1 repair inh	TCR act	B2AR arrestin	A-T KAP1 phos	TSG101-PTAP inh	TRPV1 ag	a7 integrin act
O=C(Nc1ccc(Nc2ccccc2)cc1)C(Cl)(Cl)Cl	29%	21%	45%	?	5%[46.1 µM]	-0.1%	-2%	-1%	-1	15%
CCN1CCN(C(=O)C2CCCN(S(=O)(=O)c3cc(Cl)ccc3Cl)C2)CC1 (stereo unspecified)	19%	-3%	-30%	3%	4%	-0.7%	6%	nt	14	-14%
CN(C)C(=O)CNc1n[nH]c(=S)[nH]c1=O	2%	2%	-15%	-2%	7%	-0.8%	2%	0%	nt	4%
COc1cccc(OC)c1C(=O)Nc1cccc(-c2ccc(N3CCOCC3)nn2)c1	?	nt	84%	?	-1%	-0.5%	-1%	-1%	-6	24%
CCCCCOC(=O)Cn1c(=O)oc2ccc(C)cc21	20%	-7%	-5%	15%	-1%[46.1 µM]	-0.3%	3%	-3%	29	-19%
CC(=O)N1N=C(c2ccco2)CC1c1ccco1 (stereo unspecified)	11%	-15%	4%	7%	nt	-1.0%	-9%	0%	2	-17%
Cc1cc(C)c(NC(=O)CNC(=O)c2ccc(-n3cncn3)c([N+](=O)[O-])c2)c(C)c1	-1%	nt	-7%	23%	-1%	0.3%	-2%	-3%	-1	13%
Cc1cc(C)cc(C(=O)NCCn2cc(SCC(=O)N3CCOCC3)c3ccccc32)c1	-5%	2%	-11%	?	-1%	-0.4%	1%	0%	0	0%
CC(=O)Nc1ccc(NC(=O)C2CC(=O)Nc3nc4ccccc4n32)cc1 (stereo unspecified)	0%	-5%	3%	0%	-4%	0.1%	21%	-1%	-1	1%
COc1ccc(NC(=O)C2CCCN(C(=O)c3ccc(Cl)cc3)C2)cc1Cl (stereo unspecified)	21%	nt	1%	?	-7%	0.3%	-5%	-4%	?	-25%
Cc1ccc(NS(=O)(=O)c2ccc(C(=O)NCC(c3ccco3)N(C)C)cc2)cc1 (stereo unspecified)	9%	10%	-2%	-4%	2%	-0.2%	11%	-6%	0	-34%
O=C(CSc1nnc(-c2ccncc2)n1Cc1ccco1)Nc1cccc(O)c1	-2%	0%	-11%	-6%	0%	-0.9%	-1%	-5%	0	?
S=c1[nH]nc(CSCc2ccccc2Cl)n1-c1ccccc1	-7%	9%	1%[1.84 µM]	7%	-4%	0.2%	-8%	-7%	0	4%
CCCCN1C(=O)/C(=C/C=C2/C=Cc3ccccc3N2CC)SC1=S	1%	-8%	-3%	6%	4%	0.0%	0%	2%	-2	?
O=C(CCc1ccccc1)N[C@@H]1c2ccccc2CC[C@@H]1OCc1ccccc1	-1%	nt	13%	?	-8%[46.1 µM]	-0.3%	-2%[11.5 µM]	-2%	nt	-13%
CCOc1ccccc1/C=N/NC(=O)c1nnn(-c2nonc2N)c1CN1CCCCCC1	nt	nt	-3%	nt	0%	nt	nt	-1%	nt	8%

Entries above with an aryl methoxy group (six):
SMILES	p53 reactivator	CXXC DNA block	BRCA1 expr act	ELG1 repair inh	TCR act	B2AR arrestin	A-T KAP1 phos	TSG101-PTAP inh	TRPV1 ag	a7 integrin act
COc1ccc(C)cc1N(CC(=O)N1CCOCC1)S(C)(=O)=O	5%	-6%	-7%	-3%	7%	0.3%	0%	2%	4	-14%
COc1ccc(-n2nnnc2SCC(=O)Nc2ccc(OC)cc2OC)cc1	-12%	2%	-19%	?	-6%	-0.5%	8%	0%	2	-3%
COc1ccc(CCNC(=S)Nc2cc(C)cc(C)c2)cc1	-4%	13%	-39%	-5%	6%	0.3%	4%	-2%	15	5%
COc1ccccc1/C=C/C(=O)Nc1ccc(S(=O)(=O)Nc2cc(C)on2)cc1	-13%	3%	-4%	19%	-1%	-1.0%	5%	1%	-2	1%
COc1cccc(OC)c1C(=O)Nc1cccc(-c2ccc(N3CCOCC3)nn2)c1	?	nt	84%	?	-1%	-0.5%	-1%	-1%	-6	24%
COc1ccc(NC(=O)C2CCCN(C(=O)c3ccc(Cl)cc3)C2)cc1Cl (stereo unspecified)	21%	nt	1%	?	-7%	0.3%	-5%	-4%	?	-25%

Screens deposited in PubChem by National Center for Advancing Translational Sciences (NCATS).
